High-throughput results (PubChem BioAssay)
Efflux pump inh – inhibitors of Candida antifungal efflux pumps expressed in yeast; hit rate 0.44% among 330,000; S. cerevisiae Candida pump triplex, Nile Red efflux; inhibition, % at 10 µM; AID 485275;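 active = plate passing quality check with inhibition over a set limit, or well fluorescence over plate mean plus 4 SD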;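 also: Nile Red retained in pooled yeast measured as flow cytometry median fluorescence; 0% = buffer negative control and 100% = Enniatin B positive control; higher means more Nile Red kept so more efflux inhibition; some compounds called inactive have numbers as strong as hits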
PREPL inh – inhibitors of human prolyl oligopeptidase-like enzyme PREPL. inhibition, % at 5.96 µM. hit rate 0.68% among 320,000. AID 2751. recombinant PREPL, fluorescence polarization activity-based probe. Q4J6C6; in the data active = inhibition above about 43%;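 also: 0% = enzyme with DMSO and 100% = wells lacking enzyme; many of its hits are not listed in these tables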
TPT1 inh – C. albicans TPT1 enzyme inhibition; AID 1962; inhibition, % at 5 µM; recombinant caTPT1, FP RNA substrate dephosphorylation; hit rate 0.81% among 300,000;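 active = inhibition above the mean of all tested compounds plus 3 SD, set per screening campaign, cut at about 24% in these data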;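 also: plate controls were DMSO alone for no effect and ferristatin control at 100 nM for full effect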
PP5 primary – inhibitors of human protein phosphatase 5 (PP5) | inhibition, % at 6.7 µM | purified PP5c, OMFP substrate fluorescence | hit rate 0.18% among 320,000 | P53041 | AID 1987;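 active = inhibition above the campaign's mean inhibition across all tested compounds plus 3 SD, cut at about 9.5% in these data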;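 also: 0% = DMSO only and 100% = 100 µM cantharidin control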
Target sequence (P53041 whole entry, looked up): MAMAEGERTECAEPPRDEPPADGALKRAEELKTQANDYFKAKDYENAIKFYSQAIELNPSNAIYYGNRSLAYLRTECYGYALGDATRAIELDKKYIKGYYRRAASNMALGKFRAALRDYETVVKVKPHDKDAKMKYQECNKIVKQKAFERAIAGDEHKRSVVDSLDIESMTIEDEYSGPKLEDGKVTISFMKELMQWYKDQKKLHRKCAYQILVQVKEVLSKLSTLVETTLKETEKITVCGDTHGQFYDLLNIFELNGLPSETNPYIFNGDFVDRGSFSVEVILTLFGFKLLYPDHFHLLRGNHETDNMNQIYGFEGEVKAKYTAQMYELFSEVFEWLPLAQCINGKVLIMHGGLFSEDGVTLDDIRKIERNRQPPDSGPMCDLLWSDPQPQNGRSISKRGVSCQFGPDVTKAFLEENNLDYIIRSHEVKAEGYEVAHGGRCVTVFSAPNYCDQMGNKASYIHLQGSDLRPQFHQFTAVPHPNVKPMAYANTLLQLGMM
PP1 counter – blocks human PP1-alpha phosphatase, a PP5 counter-screen | purified PP1alpha, OMFP fluorescence | inhibition, % at 6.7 µM | hit rate 0.9% among 320,000;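 active = inhibition above the mean inhibition of all tested compounds plus 3 SD, computed separately for each screening campaign, cut at about 15% in these data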
Target sequence (P62136 whole entry, looked up): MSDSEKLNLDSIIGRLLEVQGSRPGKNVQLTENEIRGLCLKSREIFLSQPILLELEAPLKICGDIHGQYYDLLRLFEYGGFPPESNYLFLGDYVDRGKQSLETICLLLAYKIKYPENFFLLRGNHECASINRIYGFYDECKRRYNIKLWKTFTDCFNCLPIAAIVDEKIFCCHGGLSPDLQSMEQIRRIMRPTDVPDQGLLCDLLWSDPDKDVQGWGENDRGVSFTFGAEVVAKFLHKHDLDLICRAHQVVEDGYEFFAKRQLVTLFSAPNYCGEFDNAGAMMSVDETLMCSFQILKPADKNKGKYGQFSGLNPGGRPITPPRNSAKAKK
core dimer inh – blocks dimerization of HCV core protein | TR-FRET GST/Flag-core106 dimerization, 1536-well | inhibition, % at 5 µM | hit rate 0.33% among 300,000;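 active = inhibition above the mean of all tested compounds plus 3 SD, set per screening campaign, cut at about 45% in these data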
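Assay system: GST-tagged and Flag-tagged HCV core protein residues 1-106 / Times: compound-protein-antibody incubation 4 h at 22.5 °C / Signal: time-resolved FRET, ex 340 nm, em 617 and 671 nm / Evaluation: % inhibition based on acceptor/donor emission ratio / Benchmarks: wells lacking GST-core106 and wells with excess unlabelled core106 / Repeats: singlicate, one well per compound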
ZTA counter – counter-screen for EBNA-1 inhibitors: inhibitors of Epstein-Barr virus ZTA. P03206. ZTA-DNA binding, fluorescence polarization. inhibition, % at 11 µM. hit rate 0.15% among 320,000; in the data active = inhibition above about 33%
Target sequence (P03206 whole entry, looked up): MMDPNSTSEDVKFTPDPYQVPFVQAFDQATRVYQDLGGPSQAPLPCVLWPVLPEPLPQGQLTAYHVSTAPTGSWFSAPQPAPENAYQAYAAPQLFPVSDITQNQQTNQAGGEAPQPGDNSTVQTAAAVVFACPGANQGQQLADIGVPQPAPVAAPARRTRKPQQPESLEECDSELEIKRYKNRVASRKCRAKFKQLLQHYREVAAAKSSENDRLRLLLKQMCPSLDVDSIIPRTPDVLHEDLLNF
EBNA-1 inh – blocks EBNA-1 binding to DNA. EBNA-1 DNA binding, fluorescence polarization. inhibition, % at 14.8 µM. hit rate 0.34% among 300,000. AID 1950; in the data active = inhibition above about 28%
CTSL1 counter – blocks F. hepatica cathepsin L1 in PFM18AAP counter-screen | recombinant F. hepatica cathepsin L1, Z-Leu-Arg-MCA fluorescence | inhibition, % at 5.96 µM | hit rate 0.49% among 300,000;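 active = inhibition above the mean of all tested compounds plus 3 SD, set per screening campaign, cut at about 17% in these data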;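 also: 0% = plate median of test compound wells and 100% = 1 µM Z-Phe-Ala-diazomethylketone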
An asterisk follows results filed as active; nt = not tested or not shown; & = joins results of further samples. Not all compounds are listed. The share of hits here may be higher or lower than overall.

SMILES	Efflux pump inh	PREPL inh	TPT1 inh	PP5 primary	PP1 counter	core dimer inh	ZTA counter	EBNA-1 inh	CTSL1 counter
COc1cc(C(C)=O)ccc1OCC(O)CN1CCN(c2ccccn2)CC1 (centres undefined)	0.1	6	2	-4.1	3	-1	13	-8	1
Cc1ccc(-c2nn3cnnc3c3ccccc23)cc1C	0.1	33	0	0.2	-6	0	11	3	1
CCOc1ccc(/C=C2/SC(=S)N(CCC(=O)Nc3ccc(C(=O)O)cc3)C2=O)cc1	-0.1	8	-6	3.3	-1	-4	-3	13	0
COc1ccc(N(CC(=O)Nc2ccccc2C(N)=O)S(=O)(=O)c2ccc(C)c([N+](=O)[O-])c2)cc1	0.2	13	-3	1.4	-3	18	-1	-2	2
Nc1ccc2c(c1)Nc1ccccc1CC2	0.1	14	1	0.9	-3	-18	-1	10	2
CC1=Nc2cccc3cccc(c23)N1C	-0.1	3	-1	0.1	-4	-29	-8	-2	-4
Cc1ccc(-c2nnc(SCC(=O)NNC(=O)COc3cccc(C)c3)n2C)cc1	0.0	-7	-2	0.8	-3	1	-2	1	-18
CCNC(=O)CCC(=O)Nc1cc(Cl)ccc1C	0.0	-2	2	0.7	-2	-2	1	-4	-3
C/C(=N\Nc1ccc(F)cc1F)c1ccccc1O	0.0	33	0	4.1	0	-1	-10	-11	5
CCN1CCC[C@H]1CNC(=O)c1c(O)c(Cl)cc(Cl)c1OC	0.0&0.1	7&1	-3&0	-2.3&-0.8	2&2	4&15	13&8	2&8	-1&0
CCOc1nc(-c2ccc(C)cc2)ccc1-c1noc(COC)n1	0.1	-19	4	0.5	0	-2	9	5	6
O=C1c2ccccc2C(=O)N1CC1c2ccccc2CCN1S(=O)(=O)c1cnc[nH]1 (centres undefined)	-0.1	14	-1	0.2	-2	-2	1	3	-2
O=C(Nc1ccc(O)c2c(=O)cc(-c3ccccc3Cl)oc12)c1cccc(Cl)c1	nt	2	-3	2.8	6	3	0	1	0
COc1ccccc1N1CCN(CCCCOc2cccc3ccccc23)CC1	0.0	19	0	0.2	4	0	10	8	-1
CC(C)CCN1CCN(Cc2nc3ccccc3s2)CC1CCO (centres undefined)	0.1	25	2	0.8	-3	-2	-8	3	0
CCCCn1nc(C(=O)Nc2cc(C(F)(F)F)ccc2N2CCOCC2)ccc1=O	0.0	12	nt	5.6	0	nt	-21	nt	nt
CCn1c(NC(=O)c2ccc(C)cc2)c2ccccc2nc1=O	-0.1	-1	-2	0.5	-2	-6	8	1	-1
CCOc1cccc(/C(O)=C2/C(=O)C(=O)N(CCOC)C2c2ccncc2)c1 (centres undefined)	-0.2	13	-3	-2.8	3	-4	2	-6	2
CN1CCN(c2ccc(S(=O)(=O)N3CCCCC3)cc2NC(=O)c2cccc([N+](=O)[O-])c2)CC1	0.3	9	2	1.3	0	-1	5	-8	2
O=C(NCc1ccc(F)cc1)C1CCCN(C(=O)NCc2ccccc2)C1 (centres undefined)	-0.1	-6	0	-1.5	-4	6	4	-3	-14
CCCc1cc(=O)[nH]c(/N=C(/NC(=O)C(C)N2C(=O)c3ccccc3C2=O)Nc2ccccc2)n1 (centres undefined)	0.1	10	0	-1.2	-2	3	-2	-5	-2
COc1ccc(C(=O)NC2(C(F)(F)F)C(=O)N(Cc3ccco3)C3=C2C(=O)CC(C)(C)C3)cc1OC (centres undefined)	0.0	8	0	2.3	-2	0	-4	-13	4
O=C(Nc1ccc2[nH]ncc2c1)c1ccccc1Cl	0.3	1	2	0.4	-2	2	-3	-4	-5
COc1ccc(N2CCN(CC(=O)Nc3sccc3C#N)CC2)cc1	0.0	30	2	-1.1	6	42	10	13	0
Cc1ccc(C(=O)N/C(N)=N/c2nc3ccccc3o2)cc1	0.3	-6	-1	5.2	-3	1	5	2	1
O=C(COC(=O)CNS(=O)(=O)c1ccc(F)c(F)c1F)NC1CC1	0.1	2	-2	-0.4	-3	-3	7	0	-14
Cc1ccccc1N1C(=O)CC(c2c[nH]c3ccccc23)C1=O (centres undefined)	0.0	0	1	3.0	-7	1	5	6	0
CC(=O)Nc1ccc(S(=O)(=O)N(C)CC(=O)NC2=NCCS2)cc1	0.1	2	-4	-0.4	0	-3	20	7	1
O=C(CCc1ccccc1)Nc1cc(C(F)(F)F)ccc1Cl	0.8	0	-2	4.5	-1	-3	-1	-11	2
O=C(Nc1ccccc1)Nc1ccc(Oc2cccnc2)nc1	0.1	-3	1	-0.9	-5	4	6	0	1
O=c1c(-c2ccc(F)cc2)[n+]([O-])c2ccccc2n1OCc1ccccn1	0.3	15	5	0.7	-7	0	0	-6	1
Cc1ccc(NC(=O)CCn2nc(C)cc2C)cc1	0.0	-1	-3	2.4	-2	1	-3	-8	0
Cn1ccs/c1=N\C(=O)Nc1cccc(Cl)c1	-0.1	2	-1	3.6	-4	-3	-10	2	-3
Cc1ccc(NC(=S)Nc2cccc3cnccc23)cc1	-0.1	17	-2	-2.1	-1	0	19	11	1
Cc1ccc2c(c1)C=CC(C)(C)S2(=O)=O	0.4	16	-2	0.4	-3	1	-2	-13	0
Cc1ccc(-c2ccc(/C=N/NC(N)=S)o2)cc1	0.1	28	4	1.5	-12	-4	3	-1	12
Cc1ccccc1N(CC(=O)N1CCc2ccccc2C1)S(C)(=O)=O	-0.1	-20	-2	-3.2	0	5	7	-10	-1
O=C(Nc1ccccc1)c1ccc2snnc2c1	0.0	5	-1	-1.4	-4	10	9	12	14
CN(C)S(=O)(=O)c1cccc(NC(=O)CN2C(=O)C3C4C=CC(C4)C3C2=O)c1 (centres undefined)	0.3	4	3	2.5	-5	-2	-16	-2	-1
CCOc1ccc(NC(=O)NCCCN2CCCC2)cc1	-0.1	3	0	-1.5	-4	-2	4	13	1

Reprinted at random: three entries already listed
SMILES	Efflux pump inh	PREPL inh	TPT1 inh	PP5 primary	PP1 counter	core dimer inh	ZTA counter	EBNA-1 inh	CTSL1 counter
Cc1ccc(NC(=S)Nc2cccc3cnccc23)cc1	-0.1	17	-2	-2.1	-1	0	19	11	1
Cc1ccc(-c2ccc(/C=N/NC(N)=S)o2)cc1	0.1	28	4	1.5	-12	-4	3	-1	12
O=C(Nc1ccccc1)c1ccc2snnc2c1	0.0	5	-1	-1.4	-4	10	9	12	14

Later entries
SMILES	Efflux pump inh	PREPL inh	TPT1 inh	PP5 primary	PP1 counter	core dimer inh	ZTA counter	EBNA-1 inh	CTSL1 counter
Cc1ccnc(NS(=O)(=O)c2ccc(NC(=O)CCc3ccccc3)cc2)n1	-0.2	17	1	-2.0	-2	-12	-5	20	0
Nc1nc(CN2CCN(c3cccc(Cl)c3)CC2)nc(N2CCCc3ccccc32)n1	0.3	14	2	3.1	4	10	16	27	5
Cc1c(N2C(=O)/C(=C3\C(=O)N(CC(=O)O)c4ccccc43)SC2=S)c(=O)n(-c2ccccc2)n1C	-0.1	8	-1	1.8	0	-3	-15	-6	4
Cc1ccc(-n2nc3c(n2)/C(=N/O)CC/C3=N\O)cc1	0.0	-8	-1	-0.8	-3	4	2	12	-3
Cc1ccccc1-n1ccnc1SCC(=O)NC1CCCC1	-0.3	0	-2	-0.7	-3	1	7	-2	-3
COc1ccccc1Cn1c(-c2ccccc2OC)nc2ccccc21	0.1	-4	-4	2.7	6	11	10	-10	-2
O=C(Cc1cccc2ccccc12)Nc1cc(Cl)ccc1C(=O)O	0.0	0	2	-0.6	8	15	-3	14	2
COc1ccc(C2=NN(c3ccc(C(=O)O)cc3)C(c3ccc(OC)c(OC)c3)C2)cc1 (centres undefined)	-0.1	6	1	1.6	4	14	9	3	11
O=C(CNC(=O)c1ccc(F)cc1)N/N=C/c1cccnc1	0.1	3	-3	-0.2	-1	0	5	-18	1
C/C(=C\C(=O)c1ccc(Br)cc1)NNC(=O)c1ccc(O)cc1	-0.1	5	2	0.8	2	-11	-19	-8	0
Cc1ccc(-n2c(C)cc(C)c(C#N)c2=O)cc1C	1.9	15	2	-1.4	-4	-1	3	4	0
CCN1C(=O)/C(=C/c2ccc(N3CCCC3)cc2)NC1=S	0.5	16	150*	-0.2	0	-38	12	3	5
OCC1(Cc2ccccc2)CCN(Cc2ccc(-c3ccco3)cc2)CC1	0.1	3	-1	0.5	-3	-5	-3	-7	2
COc1ccc(/C=C(\C#N)C(=O)OCC(=O)NC(=O)NCCC(C)C)cc1	0.1	1	4	0.6	0	2	-3	-2	-7
CC(=O)C1=C(NC(=O)c2ccc(F)cc2)CC2C1C2(C)C (centres undefined)	-0.1	-5	1	-1.4	0	0	-11	-12	6
CN(Cc1ccccc1)C(=O)CN1CCN(S(=O)(=O)c2ccc(Cl)c(Cl)c2)CC1	-0.1	42	nt	0.1	0	nt	8	nt	nt
COc1ccc(CNC(=O)CN(C)S(=O)(=O)c2ccc(Cl)cc2)cc1	0.0	-2	-1	0.2	3	1	9	7	0
COCCCn1c(=NC(=O)c2ccncc2)c(C#N)cc2c(=O)n3cccc(C)c3nc21	0.0	0	-3	-2.3	-4	6	3	-1	-1
COC(=O)CCC(=O)Nc1ccccc1C(=O)Nc1ccccc1	-0.1	-2	-1	-0.9	-1	0	9	-3	-1
NC(=O)COC(=O)c1cc([N+](=O)[O-])ccc1NCCO	0.0	16	0	-1.3	-8	-4	-4	7	0
COCCNC(=O)CN(CC1CCCO1)C(=O)CCC(=O)Nc1ccccn1 (centres undefined)	0.1	7	-5	4.0	0	3	-9	-2	-1
CCN(CC(=O)Nc1cc(Cl)ccc1C)C(=O)Cc1sc(C)nc1-c1ccc(F)cc1	0.0	6	4	1.2	-1	-1	-5	-5	4
COc1ccc(-c2nc3ccc(C(=O)NCC(OC)OC)cc3nc2-c2ccc(OC)c(OC)c2)cc1OC	-0.1	-4	5	-0.8	-2	3	19	6	4
CC(C)C[C@@H]1NC(=O)[C@H](CO)NC(=O)c2cc([N+](=O)[O-])cc(I)c2OCC[C@@H](C(N)=O)NC1=O	-0.3	-4	-3	0.3	1	-6	7	3	1
Oc1ccccc1-c1nc(/C=C/c2ccccc2)nn1-c1ccccc1	0.3	2	3	0.5	1	-1	-3	-1	-5
COC(=O)CSc1ncnc2c(C)csc12	0.0	5	-2	-2.2	-2	0	3	-2	1
COc1cc([N+](=O)[O-])ccc1NC(=O)CCCOc1cc(C)ccc1C	-0.1	-10	-1	3.2	0	2	1	-1	2
Cc1cccc(/C=N\Nc2nnc(-c3ccccc3)c(=O)[nH]2)c1	0.0	-7	0	-0.5	-2	-1	0	2	4
COc1ccc(OC)c(C2=NS(=O)(=O)N(C)C(C(=O)Nc3cccc(C(C)=O)c3)=C2)c1	-0.6	28	0	2.0	9	3	-4	-2	6
CC(C)=CCc1c(O)ccc2c1OC(c1ccc(O)c(O)c1)CC2=O (centres undefined)	-0.1	6	-3	2.7	1	-1	-13	7	-4
O=C(NC(=S)NCc1nc2ccccc2[nH]1)c1ccc(F)cc1	-0.1	4	-1	-0.1	-1	4	20	33*	4
Cc1ccc(S(=O)(=O)NCC(=O)OCC(=O)N(C)C2CCS(=O)(=O)C2)cc1 (centres undefined)	0.0	25	-1	-0.6	2	-9	-2	9	-33
COc1ccc(S(=O)(=O)Nc2cc(C(=O)NCCCN3CCOCC3)ccc2N2CCOCC2)cc1	-0.2	-7	0	2.3	-3	-19	-1	3	7
COc1ccccc1CNC(=O)c1ccccc1NS(C)(=O)=O	0.0	2	-1	2.9	-1	-6	-4	-5	-2
